High-throughput results from PubChem BioAssay.
Xi reactivation: activators of inactive X chromosome reactivation, primary screen, imaging, XiGFP fibroblasts, GFP high-content imaging, set 2; XiGFP mouse fibroblasts, % GFP-positive cells imaging, 3 d; cells co-treated with 5-aza-dC sensitizer; scaled so ellipticine positive control = 100%; activation, % at 7.58 µM; 0.055% of 360,000 active; AID 743238, 2013;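 active means mean normalized replicate activation at least 10% and every replicate at or above 10%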;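 further: 0% = median of on-plate neutral control wells and 100% = ellipticine 6 µM median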
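System: 68-5-11 XiGFP fibroblast line; Timing: 3 days compound exposure; Compound dosing: one concentration, pinned; Benchmarks: positive control ellipticine, 6 µM final; Buffer or medium: DMEM containing 5-aza-dC.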
INS-1E GSIS act: GLuc luminescence reporter in INS-1E cells, primary screen for activators of glucose-dependent secretion of insulin. activation, % at 16.6 µM. 0.61% of 370,000 active. INS-1E GLuc reporter insulin secretion, 2-3 h;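 active means lowest replicate activation of at least 40%, so every replicate reaches that level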;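 further: 0% = median of neutral control wells and 100% = median of IBMX positive control wells; some compounds called inactive have numbers as strong as hits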
F508del corr: F508del CFTR correction, initial screen, CFBE line, single point; CFBE cells, YFP halide quenching; stimulated with forskolin plus potentiator P3; % fluorescence drop versus neutral controls; 0.36% of 350,000 active; activity (quench increase), % at 7.58 µM; AID 720511, 2013;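 active means mean added fluorescence quench of at least 8% versus neutral control, with both replicates also reaching 8%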;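 further: cells transiently co-express mutant CFTR-F508del with the halide-sensitive YFP; corrector assay measuring rescue of mutant channel to the surface after 24 h compound exposure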
ERAP1 inh: human ERAP1 aminopeptidase inhibitors, primary screen, biochemical, single point, plate reader; Endoplasmic reticulum aminopeptidase 1 (Homo sapiens), Q9NZ08; recombinant ERAP1, Leu-AMC fluorescence, 60 min; inhibition, % at 10.7 µM; 0.15% of 340,000 active; AID 652197, 2013;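 active means mean replicate inhibition of at least 30%, or all replicates individually reaching that 30% level; inactive means mean below 30% and not every replicate reaching it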;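 further: 0% = neutral control wells and 100% = L-leucinethiol positive control wells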
RAD54 inh: inhibitors of human RAD54 branch migration, primary screen, biochemical, fluorescence, single point | DNA repair and recombination protein RAD54-like (Homo sapiens), Q92698 | RAD54 Holliday junction branch migration, FAM/BHQ fluorescence | inhibition, % at 10.4 µM | 0.14% of 360,000 active | AID 602329, 2012;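 active means mean normalized replicate activity at least 40 and at least half of replicates scoring 40 or more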;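 further: 0% = median of neutral control wells and 100% = median of positive control wells; inhibitors cause a drop in the FAM fluorescence signal; in these data hits start at about 50%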
Target sequence (Q92698 whole entry, looked up): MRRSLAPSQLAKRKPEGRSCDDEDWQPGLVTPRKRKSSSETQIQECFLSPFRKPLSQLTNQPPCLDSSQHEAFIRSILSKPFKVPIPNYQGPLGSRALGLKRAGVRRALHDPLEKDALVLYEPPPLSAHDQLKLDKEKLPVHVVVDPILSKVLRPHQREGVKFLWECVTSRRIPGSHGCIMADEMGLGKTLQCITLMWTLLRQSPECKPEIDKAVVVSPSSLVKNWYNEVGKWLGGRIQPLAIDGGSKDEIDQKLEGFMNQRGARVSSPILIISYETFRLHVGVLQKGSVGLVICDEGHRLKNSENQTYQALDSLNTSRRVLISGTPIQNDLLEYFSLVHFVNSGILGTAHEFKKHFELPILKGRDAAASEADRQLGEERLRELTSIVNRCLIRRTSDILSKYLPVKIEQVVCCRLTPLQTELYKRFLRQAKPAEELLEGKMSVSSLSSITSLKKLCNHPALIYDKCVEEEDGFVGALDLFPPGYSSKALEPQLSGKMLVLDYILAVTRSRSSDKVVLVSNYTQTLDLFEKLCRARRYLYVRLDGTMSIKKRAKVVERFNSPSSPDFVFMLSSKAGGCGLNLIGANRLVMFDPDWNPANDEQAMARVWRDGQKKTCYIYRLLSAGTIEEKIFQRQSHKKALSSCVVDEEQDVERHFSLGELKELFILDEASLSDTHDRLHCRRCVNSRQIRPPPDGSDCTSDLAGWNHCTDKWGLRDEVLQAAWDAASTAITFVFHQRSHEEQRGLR
esBAF inh: Bmi1 luciferase reporter increase in mESCs, primary screen, esBAF inhibitor project, mouse ES cells, Bmi1 luciferase knock-in, single point; 24 h; 100% = twice the neutral-well signal; reporter increase, % at 12.5 µM; 2% of 350,000 active; in the data active means activation above about 40%;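 further: 0% = median of the plate's neutral control wells and 100% = double that signal; a rise in the Bmi1 reporter signal indicates esBAF inhibition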
ARNT TACC3 PPI: disruptors of ARNT/TACC3 protein interaction, primary screen, biochemical, AlphaScreen, single concentration | AlphaScreen His-ARNT PAS-B/GST-TACC3 binding, luminescence; TACC3 fragment carries E629A point mutation | inhibition, % at 9.99 µM | 0.66% of 390,000 active | AID 623870, 2012;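 active means mean inhibition of replicates at least 50% and at least half of replicates each reaching 50%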;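 further: 0% = complete ARNT plus TACC3 wells and 100% = ARNT alone without TACC3; many hits fall short of the cut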
RAD52 anneal inh: RAD52 DNA annealing inhibitors, primary screen, biochemical, FRET, single point, set 2 | recombinant RAD52 DNA annealing, FRET fluorescence | inhibition, % at 18.7 µM | 0.46% of 360,000 active | DNA repair protein RAD52 homolog (Homo sapiens), P43351;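 active means every replicate showing at least 50% inhibition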
* = called active by the depositor.

Results for O=C(NCCCN1CCOCC1)c1ccccc1N1C(=O)[C@@H]2Cc3c([nH]c4ccccc34)C(c3ccccc3)N2C1=O (stereo not given in full) ?
F508del corr: 5.6; ERAP1 inh: 2; RAD54 inh: 3; esBAF inh: -5; RAD52 anneal inh: -14

How did COc1ccccc1-c1cc(N)n(S(=O)(=O)c2cccc3nsnc23)n1 do in these assays?
Xi reactivation: 0.2; INS-1E GSIS act: 4; F508del corr: 4.3; ERAP1 inh: 1; RAD54 inh: 8; esBAF inh: -3; ARNT TACC3 PPI: -5; RAD52 anneal inh: 1

What do the screens show for `CC(=O)N/N=C(\C)c1ccc(Br)cc1Br`?
Xi reactivation: 0.2; INS-1E GSIS act: -11; F508del corr: 1.3; ERAP1 inh: -2; RAD54 inh: -7; esBAF inh: 0; ARNT TACC3 PPI: 2; RAD52 anneal inh: -5

What do the screens show for `CC1CCc2sc(C(=O)N/N=C/C3CCCCC3)cc2C1` (stereo not given)?
Xi reactivation: 0.5; INS-1E GSIS act: 5; F508del corr: -1.0; ERAP1 inh: 0; ARNT TACC3 PPI: -5; RAD52 anneal inh: -36

What do the screens show for `CC(=O)N1[C@@H](CO)[C@@H](c2ccc(-c3ccccc3)cc2)[C@@H]1CNC(=O)C1CC1`?
Xi reactivation: -0.1; INS-1E GSIS act: -3; F508del corr: 2.1; RAD54 inh: 5; esBAF inh: -1; ARNT TACC3 PPI: 4

What do the screens show for `CO[C@H]1CN(C)C(=O)c2cc(NC(=O)C3CC3)ccc2OC[C@@H](C)N(Cc2ccccc2)C[C@H]1C`?
Xi reactivation: 0.4; INS-1E GSIS act: -2; F508del corr: 2.5; ERAP1 inh: -3; RAD54 inh: 3; esBAF inh: 1; ARNT TACC3 PPI: -12; RAD52 anneal inh: 5

How did CCCCCCCCC(=O)NCCOc1ccccc1 do in these assays?
Xi reactivation: 0.0; F508del corr: 1.1; ERAP1 inh: 2; RAD54 inh: 3; ARNT TACC3 PPI: -9; RAD52 anneal inh: 3

Results for Cc1cc(Br)ccc1N=C1NC(=O)CS1 ?
Xi reactivation: 0.0; INS-1E GSIS act: -2; F508del corr: -2.7; ERAP1 inh: 1; RAD54 inh: -4; esBAF inh: -2; ARNT TACC3 PPI: -8; RAD52 anneal inh: -13

What do the screens show for `COc1ccc(NC(=O)N(C)C[C@@H]2Oc3ccc(NS(=O)(=O)c4ccc(C)cc4)cc3C(=O)N([C@H](C)CO)C[C@H]2C)cc1`?
Xi reactivation: -0.1; INS-1E GSIS act: 11; F508del corr: -1.1; esBAF inh: -5

Results for O=C(Nc1ccc(Br)cc1)c1cccc(N2C(=O)CCC2=O)c1 ?
Xi reactivation: 0.1; INS-1E GSIS act: 4; F508del corr: 0.2; ERAP1 inh: 1; RAD54 inh: 6; esBAF inh: 13; ARNT TACC3 PPI: 3; RAD52 anneal inh: -2

Results for CCCCC(CC)COC(=O)CCCCC(=O)OCC(CC)CCCC (stereo not given) ?
INS-1E GSIS act: 6; F508del corr: -2.5; ERAP1 inh: -2; RAD54 inh: -14; esBAF inh: 11; RAD52 anneal inh: -9

Results for COC(=O)c1ccccc1NC(=O)c1cc2sccc2n1C ?
INS-1E GSIS act: 9; RAD54 inh: 2; esBAF inh: -10; ARNT TACC3 PPI: 2

What do the screens show for `Cc1cc(=O)n(Cc2ccc(OC(C)C)cc2)c(=S)[nH]1`?
INS-1E GSIS act: 3; F508del corr: -0.9; RAD54 inh: -2; esBAF inh: -4; ARNT TACC3 PPI: 0; RAD52 anneal inh: -7

What do the screens show for `Cc1cccc(NC(=O)CSCC(=O)N2CCCc3ccccc32)c1`?
Xi reactivation: 0.0; INS-1E GSIS act: -16; F508del corr: 0.4; ERAP1 inh: -4; RAD54 inh: 3; esBAF inh: -6; ARNT TACC3 PPI: -6; RAD52 anneal inh: -22

What do the screens show for `O=C(CCN1CCCCC1)N[C@@H]1CC[C@H](CCn2cc(-c3cccc(F)c3)nn2)O[C@H]1CO`?
Xi reactivation: 0.1; INS-1E GSIS act: 3; F508del corr: -6.1; ERAP1 inh: 1; RAD54 inh: -5; esBAF inh: -2; ARNT TACC3 PPI: -4; RAD52 anneal inh: 1

Results for C=CCn1c(SCC(=O)N2CCc3ccccc3C2)nc2sc(C)c(C)c2c1=O ?
Xi reactivation: 0.0; INS-1E GSIS act: 1; F508del corr: 0.7; ERAP1 inh: -2; ARNT TACC3 PPI: -14; RAD52 anneal inh: -11

Results for Cc1cc(Cl)ccc1NC(=O)CCC(=O)N/N=C/c1cc([N+](=O)[O-])ccc1O ?
Xi reactivation: 0.1; INS-1E GSIS act: 1; F508del corr: 2.8; ERAP1 inh: 8; ARNT TACC3 PPI: -5; RAD52 anneal inh: -17

How did COc1ccc(NC(=O)N(C)C[C@@H]2OCCCC[C@@H](C)Oc3ccc(NC(=O)Nc4ccc(C(F)(F)F)cc4)cc3C(=O)N([C@H](C)CO)C[C@H]2C)cc1 do in these assays?
Xi reactivation: 0.5; INS-1E GSIS act: -3; F508del corr: 2.8; ERAP1 inh: 1; RAD54 inh: -21; esBAF inh: 0; ARNT TACC3 PPI: 12; RAD52 anneal inh: 23

How did COc1ccc(Br)cc1C(=O)Nc1ccccc1-c1ccccc1 do in these assays?
INS-1E GSIS act: 8; F508del corr: -1.4; ERAP1 inh: -1; RAD54 inh: 3; esBAF inh: -8; ARNT TACC3 PPI: -2; RAD52 anneal inh: -6

Results for O=S(=O)(Nc1ccc(S(=O)(=O)N2CCCC2)cc1)c1ccccc1Br ?
Xi reactivation: -0.1; INS-1E GSIS act: -6; F508del corr: 2.4; ERAP1 inh: 0; RAD54 inh: -2; esBAF inh: -10; ARNT TACC3 PPI: 0; RAD52 anneal inh: -16

Reprinted from the part before: 2 entries; new compounds follow.
How did COc1ccc(Br)cc1C(=O)Nc1ccccc1-c1ccccc1 do in these assays?
INS-1E GSIS act: 8; F508del corr: -1.4; ERAP1 inh: -1; RAD54 inh: 3; esBAF inh: -8; ARNT TACC3 PPI: -2; RAD52 anneal inh: -6

Results for O=S(=O)(Nc1ccc(S(=O)(=O)N2CCCC2)cc1)c1ccccc1Br ?
Xi reactivation: -0.1; INS-1E GSIS act: -6; F508del corr: 2.4; ERAP1 inh: 0; RAD54 inh: -2; esBAF inh: -10; ARNT TACC3 PPI: 0; RAD52 anneal inh: -16

How did CC(=O)N1CCSc2ccc(S(=O)(=O)NCc3ccc(F)cc3)cc21 do in these assays?
Xi reactivation: 0.0; INS-1E GSIS act: 0; F508del corr: 0.7; ERAP1 inh: -4; RAD54 inh: 8; esBAF inh: 5; ARNT TACC3 PPI: 0; RAD52 anneal inh: -18

How did O=C(Cn1cc(CNC(=O)C2CCCCC2)nn1)Nc1cc(C(F)(F)F)ccc1Cl do in these assays?
Xi reactivation: -0.3; INS-1E GSIS act: 6; F508del corr: 3.0; ERAP1 inh: 3; RAD54 inh: -6; esBAF inh: 4; ARNT TACC3 PPI: 6; RAD52 anneal inh: 3

How did COc1ccccc1C1=NOC(Cn2c(NCCOCCO)nc3c2c(=O)n(C)c(=O)n3C)C1 (stereo not given) do in these assays?
Xi reactivation: 0.0; INS-1E GSIS act: 27; F508del corr: 0.0; ERAP1 inh: 3; RAD54 inh: -8; ARNT TACC3 PPI: -11; RAD52 anneal inh: -7

What do the screens show for `CC(=O)Nc1cccc(-c2cc(NC(C)=O)c3ncc(-c4ccc(C(C)=O)cc4)n3c2)c1`?
Xi reactivation: 0.0; INS-1E GSIS act: -1; F508del corr: -3.1; ERAP1 inh: 19; RAD54 inh: -6; esBAF inh: 18; RAD52 anneal inh: -32

How did NC(=O)C1CCN(C(=O)c2cccc3ccccc23)CC1 do in these assays?
Xi reactivation: 0.2; INS-1E GSIS act: -10; F508del corr: -0.3; ERAP1 inh: 3; RAD54 inh: -6; esBAF inh: -5; ARNT TACC3 PPI: -5; RAD52 anneal inh: 2

What do the screens show for `CCOc1ccccc1C(=S)NC1CCCCC1`?
Xi reactivation: 0.0; INS-1E GSIS act: -12; F508del corr: 3.0; ERAP1 inh: -2; RAD54 inh: -5; esBAF inh: -9; ARNT TACC3 PPI: 4; RAD52 anneal inh: -8

How did COCC(=O)N[C@@H]1CC[C@H](CC(=O)NCc2ccccc2OC)O[C@H]1CO do in these assays?
Xi reactivation: -0.1; INS-1E GSIS act: 17; F508del corr: -2.0; ERAP1 inh: 2; RAD54 inh: -5; esBAF inh: -2; ARNT TACC3 PPI: 2; RAD52 anneal inh: 12

How did O=C(C[C@@H]1C[C@@H]2c3cc(NS(=O)(=O)c4ccc(F)cc4)ccc3O[C@@H]2[C@@H](CO)O1)NCC1CC1 do in these assays?
Xi reactivation: 0.1; INS-1E GSIS act: -4; F508del corr: 2.4; RAD54 inh: 8; esBAF inh: 1; ARNT TACC3 PPI: -3

What do the screens show for `COc1cccc(-c2cnc3c(NC(C)=O)cc(-c4ccc(OC)c(OC)c4)cn23)c1`?
Xi reactivation: 0.0; INS-1E GSIS act: -4; F508del corr: 0.6; ERAP1 inh: 8; RAD54 inh: -6; esBAF inh: -3; RAD52 anneal inh: -27

How did CC1CCN(CCCNC(=O)COc2cc(=O)n(C)c3ccccc23)CC1 do in these assays?
ERAP1 inh: 3; RAD54 inh: 10; esBAF inh: -2; ARNT TACC3 PPI: -2; RAD52 anneal inh: -7

Results for C[C@@H]1CN([C@@H](C)CO)C(=O)Cc2cc(NC(=O)Nc3ccc(C(F)(F)F)cc3)ccc2O[C@@H]1CN(C)C(=O)NC1CCCCC1 ?
Xi reactivation: 1.6; INS-1E GSIS act: -11; F508del corr: 5.2; ERAP1 inh: -1; RAD54 inh: -3; esBAF inh: -15; RAD52 anneal inh: -20

How did CN(C)C1=NCCN1CCC1CCCC1 do in these assays?
Xi reactivation: 0.0; INS-1E GSIS act: 5; F508del corr: -2.5; ERAP1 inh: 1; RAD54 inh: 3; esBAF inh: -3; ARNT TACC3 PPI: -2; RAD52 anneal inh: -13

Results for Cc1ccc(CS(=O)Cc2ccc(C(=O)N3CCN(C4CCCCC4)CC3)o2)cc1 (stereo not given) ?
Xi reactivation: 0.3; INS-1E GSIS act: 4; F508del corr: -0.1; ERAP1 inh: -5; RAD54 inh: 5; esBAF inh: -2; ARNT TACC3 PPI: -1; RAD52 anneal inh: -13

How did O=C(C[C@H]1C[C@H]2c3cc(NC(=O)C4CCOCC4)ccc3O[C@H]2[C@H](CO)O1)NCc1ccccc1F do in these assays?
Xi reactivation: -0.1; INS-1E GSIS act: 3; F508del corr: -2.8; ERAP1 inh: 0; RAD54 inh: 4; esBAF inh: -2; ARNT TACC3 PPI: -3; RAD52 anneal inh: -4

How did CN1CCN(C(=S)NC(=O)/C=C/c2ccccc2Cl)CC1 do in these assays?
Xi reactivation: 0.0; INS-1E GSIS act: 3; F508del corr: 1.8; ERAP1 inh: -1; ARNT TACC3 PPI: 2; RAD52 anneal inh: -25

Results for CCOC(=O)CSc1nnc(-c2cc(OC)c(OC)c(OC)c2)o1 ?
Xi reactivation: 0.2; INS-1E GSIS act: -31; F508del corr: -1.8; ERAP1 inh: 21; ARNT TACC3 PPI: -3; RAD52 anneal inh: 2
